Screening data as filed in PubChem BioAssay.
VHR inh color – blocks the human dual specificity phosphatase VHR1. P51452. recombinant VHR phosphatase, colorimetric substrate read-out. inhibition, % at 20 µM. actives 0.7% (n = 50,000); in the data active = inhibition above about 60%; note: some results filed as inactive read as strong as hits
Target sequence (P51452 whole entry, looked up): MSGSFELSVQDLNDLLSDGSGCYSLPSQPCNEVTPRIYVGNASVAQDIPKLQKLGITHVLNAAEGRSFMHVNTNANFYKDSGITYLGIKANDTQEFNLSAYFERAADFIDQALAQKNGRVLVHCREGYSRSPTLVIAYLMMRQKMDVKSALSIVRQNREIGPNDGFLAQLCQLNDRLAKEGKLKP
* hit, by the source's call. A portion of the library. The share of hits here may be higher or lower than overall.

SMILES	VHR inh color
CC(=O)c1ccc(N2CCN(C3CC(=O)N(c4ccc(C)cc4)C3=O)CC2)cc1 (centres undefined)	-19
Cc1cc(C)cc(CC2CC(=O)N(c3cc(C)ccc3C)C2=O)c1 (centres undefined)	4
Cc1cc(=O)[nH]c(SCC(=O)Nc2ccccc2[N+](=O)[O-])n1	-1
COc1ccc(N2C(=O)Cn3c2nc2c3c(=O)n(C)c(=O)n2C)cc1	-9
NC(=O)c1cnn2c1NC(c1ccco1)CC2C(F)(F)F (centres undefined)	2
Cc1sc(NC(=O)Nc2ccccc2)nc1C12CC3CC(CC(C3)C1)C2	-17
CC(=O)N(C1=C(Nc2ccccc2)C(=O)c2ccccc2C1=O)c1ccccc1	-5
O=C(CCC1CCCC1)Nc1ccc(F)c(F)c1	-9
COc1ccc(NC(=O)/C(=C\c2cccs2)NC(=O)c2ccccc2)cc1	-1
CCn1c2ccccc2c2cc(CNC3CCCCC3)ccc21	-15
CC(=O)Oc1ccc(-c2cccc(NC(=O)c3ccc4c(c3)Cc3ccccc3-4)c2)cc1	-21
O=S(=O)(NCCOc1ccc(Cl)cc1)c1ccc2ccccc2c1	5
CCCCOC(=O)c1ccc(NC(=O)c2cc3ccccc3o2)cc1	-4
Cc1ccc(Cl)c(OCCCCNCCO)c1	6
C=CCc1cccc2cc(C(=O)NCc3ccccc3)c(=O)oc12	21
CC(C)C(NC(=O)c1ccc(N(C)S(=O)(=O)c2ccccc2)cc1)C(C)C	-7
O=C(N/N=C/c1ccccn1)/C(=C\c1ccc2c(c1)OCO2)NC(=O)c1ccccc1	-19
Cc1c(C#N)c(N=CN(C)C)c(C#N)n1-c1ccccc1	0
N/C(=N\OC(=O)c1ccc(Cl)cc1)c1ccccc1	-32
CCOC(=O)c1c(NC(=O)c2cccc(F)c2)sc(C(=O)Nc2ccccc2OCC)c1C	-13
O=C(Nc1ccccc1)C1CC(=O)N(c2cccc([N+](=O)[O-])c2)C1 (centres undefined)	-15
O=c1oc(-c2cccs2)nc2cc(Cl)ccc12	0
O=C(O)c1ccccc1C(=O)c1ccc(Cl)c(N2C(=O)C=CC2=O)c1	-6
C=CCn1c(NCCO)nc2sc3c(c2c1=O)CCC3	-10
CC(C)CCC(CCC(=O)O)NC(=O)c1ccccc1 (centres undefined)	-11

Remaining list, next part
SMILES	VHR inh color
COc1c(Cl)ccc(Cl)c1C(=O)Nc1c(C)cccc1C(C)C	-5
COc1ccc(NC(=O)c2ccc(Br)o2)cc1Cl	22
Cc1ccc(C(=O)Nc2ccc(Cl)cc2)cc1[N+](=O)[O-]	-8
CCc1ccc(NC(=O)CCCOc2ccccc2)cc1	60
C/C(=N/OCc1nc2c3c4c(sc3ncn2n1)CCCC4)c1ccc(C)cc1	1
COc1ccc(N(CC(=O)NCc2ccccc2)S(=O)(=O)c2ccc(C)c([N+](=O)[O-])c2)cc1	66
COc1cc(OC)c(OC)cc1C=NN1CCN(c2ccc(Cl)cc2)CC1	-8
Cc1ccc(C)c(NS(=O)(=O)c2ccc3c(c2)C(=NO)c2cc(S(=O)(=O)Nc4cc(C)ccc4C)ccc2-3)c1	-11
CCCCOc1cccc(C(=O)Nc2ccc(-c3nc4ccccc4s3)c(O)c2)c1	-9
CCOC(=O)C(C(=O)OCC)c1cc(Nc2cccc(C)c2)c2c3c(onc13)-c1ccccc1C2=O	-16
CCOC(=O)C(=CNc1ccc(F)c(F)c1O)C(=O)OCC	3
Cc1ccc2[nH]c3nc(N/N=C/c4cc(Br)c(O)c(Br)c4)nnc3c2c1	-18
C=CCN1C(=O)/C(=C\c2ccc(C(=O)OC)cc2)C(=O)NC1=S	4
Cc1c(Cl)cccc1NC(=O)C1CCCCC1C(=O)O (centres undefined)	-8
CCN(CC)S(=O)(=O)c1ccc(C(=O)Nc2ccc([N+](=O)[O-])cc2C(=O)c2ccccc2)cc1	3
CCOc1ccc(NC(=O)CN(Cc2ccccc2)S(=O)(=O)c2ccccc2)cc1	-21
CN(C)c1ccc(-c2c3cc(O)c(=O)cc-3oc3cc(O)c(O)cc23)cc1	20
Nc1ncnc2c1[nH]c(=S)n2[C@@H]1O[C@H](CO)[C@H](O)C1O (some centres undefined)	99
O=C(Cc1ccccc1)NC1(Cc2ccc(O)cc2)CCCCC1	4
COc1c(Cl)cc(C(=O)N2CCN(c3ccc([N+](=O)[O-])c(NC4CC4)c3)CC2)cc1Cl	-12
Cc1cccc(C)c1OCCCCN1CCOCC1	2
CCOc1ccc(NC(=O)CN(c2ccc(C)c(Cl)c2)S(C)(=O)=O)cc1	-22
C=CCNC(=O)Nc1ccc2nc(-c3ccccc3)c(-c3ccccc3)nc2c1	11
CCCS(=O)(=O)c1c(S(=O)(=O)CCC)c2c3ccccc3ccn2c1C(N)=O	-1
O=C(CN(Cc1ccccc1)S(=O)(=O)c1ccccc1)Nc1ccc(Cl)cc1Cl	-16

The list continues.
SMILES	VHR inh color
C=CCOc1c(Br)cc(C2C(C(=O)OC)=C(C)NC3=C2C(=O)c2ccccc23)cc1OC (centres undefined)	-30
COc1ccc(C2C(C(=O)c3cccs3)=C(O)C(=O)N2c2nncs2)cc1 (centres undefined)	-6
CSc1nsc(SC)c1NC(=O)OCc1ccccc1	-12
CCOc1ccc(/C=N/NC(=O)C(=O)NCc2cccnc2)cc1	-34
CSc1ccc(/C=C(/NC(=O)c2ccc(C)cc2)c2nc3ccccc3[nH]2)cc1	5
C=C(C)COc1ccc2cc(-c3nc4ccccc4s3)c(=O)oc2c1	-9
Cc1cccc(N2CCN(S(C)(=O)=O)CC2)c1C	-2
COc1ccc(CNc2ccc(Br)cc2C(=O)O)c(OC)c1	-13
O=C(N/N=C\c1cc(Br)cc(I)c1O)c1ccc(Br)cc1	-12
COc1cc(CNCc2c[nH]c3ccccc23)cc(OC)c1OC	0
COc1ccc(OCCNC(=S)Nc2cccc3ccccc23)cc1	3
CC(C)CNC(=O)c1ccccc1NC(=O)Cc1ccc(Cl)cc1	-26
CC1CN(Cc2c(O)ccc3c(-c4ccccc4)cc(=O)oc23)CC(C)O1 (centres undefined)	-14
COc1cccc(/C=N/Nc2nc(-c3ccccc3)nc(C)c2C)c1O	-14
O=C1c2ccccc2NC(c2ccc(F)cc2)N1c1ccc(Cl)cc1 (centres undefined)	-3
Cc1ccc(NC(=O)CCCOc2ccc(Cl)cc2Cl)c(Br)c1	-12
CCOC(=O)c1c(N)sc2c1CCCCCC2	-10
CCOc1cc(/C=C2/NC(=S)NC2=O)cc(Cl)c1OCC	5
CCOc1cc(/C=C2\SC(=S)N(NC(=O)c3ccccc3Br)C2=O)ccc1O	-1
O=C1NN(c2ccccc2)C(=O)/C1=C/c1ccc(OCCOc2ccccc2)cc1	4
C[n+]1ccc(/C=C/c2ccc(O)cc2)cc1	-9
O=C1C2C3C=CC(C3)C2C(=O)N1CNc1ccccc1 (centres undefined)	12
CSc1ccc(S(=O)(=O)NCCSc2nc3ccccc3s2)cc1	9
O=C1CC(=O)N(c2ccc3ccccc3c2)C(=S)N1	83
CCOC(=O)CN1C(=O)/C(=C2\SC(=O)NC2=O)c2ccccc21	44

Quoted at random: 3 entries already listed, in no set order.
SMILES	VHR inh color
CCOC(=O)c1c(N)sc2c1CCCCCC2	-10
CSc1nsc(SC)c1NC(=O)OCc1ccccc1	-12
O=C(N/N=C\c1cc(Br)cc(I)c1O)c1ccc(Br)cc1	-12

Following part:
SMILES	VHR inh color
COc1ccc(-c2nnc(NC(=O)c3ccccc3OC)s2)cc1OC	-20
O=C(c1cccc(Cl)c1)N1CCN(Cc2ccccc2[N+](=O)[O-])CC1	-9
O=C(Nc1ccc(NC(=S)NC(=O)c2ccco2)cc1)c1cccc(Cl)c1	-4
O=C(O)CN1C(=O)/C(=C\c2cccc3ccccc23)SC1=S	-12
O=C1N=C(N2CCOCC2)S/C1=C\c1c(Cl)cccc1Cl	3
CCOC(=O)c1c(NC(=O)c2ccc(C(=O)c3ccccc3)cc2)sc2c1CCC2	-22
O=C(CCCN1C(=O)/C(=C\c2cccc(Br)c2)SC1=S)Nc1ccc(F)cc1	-11
CCOc1ccccc1C(=O)Nc1cc(C)ccc1C	-6
O=C(Nc1cccc([N+](=O)[O-])c1)c1cccc(S(=O)(=O)N(CCO)CCO)c1	0
CNc1cc([N+](=O)[O-])ccc1N/C=C\C(=O)c1ccc2c(c1)OCO2	-4
COc1cc(/C=C2\C(=O)NC(=S)N(c3ccccc3)C2=O)cc([N+](=O)[O-])c1O	26
CCOc1ccc(N2C(=O)/C(=C/c3ccc(-c4ccc([N+](=O)[O-])cc4C)o3)C(=O)NC2=S)cc1	6
COc1cc(C)c(CNc2ccccc2)cc1C	-81
Cc1ccc(OCC(=O)NNC(=O)c2ccc(Cl)c(Cl)c2)c(C)c1	13
O=C1/C(=C/c2ccc(-c3cccc([N+](=O)[O-])c3)o2)SC(=S)N1Cc1ccco1	-10
COc1cccc2cc(C(C)=O)c(=O)oc12	-37
CCCC(=O)c1ccc(N2CCN(C(=O)c3cccs3)CC2)c(F)c1	-6
O=C(NCc1ccc(Cl)c(Cl)c1)c1ccccc1F	-5
O=C(COc1ccccc1)Nc1cccc(NC(=O)c2ccco2)c1	-4
Cc1ccc(C2(c3ccc(C)cc3)CC2C(=O)Nc2ccncc2)cc1 (centres undefined)	2
CCOCCOC(=O)C1=C(C)NC2=C(C(=O)CCC2)C1c1cccc(OC)c1OC (centres undefined)	-13
CC1CN(c2ccc([N+](=O)[O-])cc2Cl)CC(C)N1/C(=N\O)c1nonc1N (centres undefined)	-31
O=C(O)c1ccc(N2Cc3ccccc3C2)cc1	-19
Cc1ccc(-c2cc(C(=O)NCC(C)C)c3ccccc3n2)c(C)c1	-4
CC1=NN(C(=O)COc2ccccc2)C(O)(C(F)(F)F)C1 (centres undefined)	-37

Going on with the list:
SMILES	VHR inh color
CCOC(=O)C1=C(c2ccccc2)N=c2s/c(=C\c3cccc(O)c3)c(=O)n2C1c1cccs1 (centres undefined)	-9
O=C(O)C1(P(=O)(c2ccccc2)c2ccccc2)CC1	0
N#C/C(=C\c1ccc(-c2ccc(Cl)c(Cl)c2)o1)C(N)=O	70*
CCCCc1c(C)[nH]c2ccc(C(=O)O)cc2c1=S	35
COc1cccc(/C=C2/C(=O)NN(c3ccc(C)cc3)C2=O)c1O	42
COCCNC(=O)c1cc2nc(-c3ccc(OC)c(OC)c3)cc(C(F)(F)F)n2n1	-18
CC12CCC3C(CC=C4CC(O)CCC43C)C1C/C(=C\c1ccc(OC(F)F)cc1)C2=O (centres undefined)	4
CC1=C(C(=O)OCC2CCCO2)C(c2cccc(C(F)(F)F)c2)C2=C(CCCC2=O)N1 (centres undefined)	-17
COc1ccc(OC)c(/C=C2N=C(/C=C/c3ccccc3)OC/2=O)c1	-6
Cc1c(-c2cccc(Cl)c2)nc2ccccc2c1C(=O)O	-15
CC(C)c1ccc(NS(=O)(=O)c2ccc([N+](=O)[O-])cc2)cc1	-19
CCOC(=O)c1ccc(-c2ccc(C(=O)Nc3ccc(-c4nc5ccccc5o4)c(O)c3)o2)cc1	-19
O=C(Nc1ccccc1Cl)C1C(c2ccccc2)C1(Cl)Cl (centres undefined)	4
Cc1cc(Cl)ccc1N(CC(=O)NCc1ccco1)S(=O)(=O)c1ccccc1	-16
COC(=O)c1cccc(-c2ccc(/C=C3\C(=O)N(c4ccc(S(N)(=O)=O)cc4)N=C3C)o2)c1	19
CCOc1ccc(NC(=O)/C=C/c2ccc(OC)c(Br)c2)cc1	-9
COc1cc(/C=C2/S/C(=N\S(=O)(=O)c3ccccc3)NC2=O)ccc1O	24
COc1ccc(C2/C(=C(\O)c3ccccc3)C(=O)C(=O)N2CCCCCC(=O)O)cc1OC (centres undefined)	-9
Nc1c([N+](=O)[O-])cc(Cl)c2c1C(=O)c1ccccc1C2=O	-5
CC(=O)N1CCN(c2ccc(NC(=O)c3ccccc3Cl)cc2)CC1	-2
COc1ccc(Br)cc1C(=O)Nc1ccc(-c2nc3ccccc3s2)c(O)c1	-3
O=C(Nc1ccccc1C(=O)O)c1ccc(NC(=O)C(c2ccccc2)c2ccccc2)cc1	-3
OCCN=Cc1ccc(Cl)cc1Cl	-15
O=C(O)c1ccc(Oc2ccc(S(=O)(=O)c3ccc(Cl)cc3)cc2)cc1	-10
Cc1ccc(C(=O)Nc2cccc([N+](=O)[O-])c2)o1	15
O=C(CSc1nnnn1-c1ccccc1)C1CC1	-1
COc1ccc(OC)c(N/C(=N/S(=O)(=O)c2ccc(C)cc2)Nc2nc(C)cc(C)n2)c1	-17
CC(=O)N(c1ccccc1)S(=O)(=O)c1ccc(Cl)cc1	4

Compounds shown so far that have a nitro group on carbon, in the order listed:
SMILES	VHR inh color
Cc1cc(=O)[nH]c(SCC(=O)Nc2ccccc2[N+](=O)[O-])n1	-1
O=C(Nc1ccccc1)C1CC(=O)N(c2cccc([N+](=O)[O-])c2)C1 (centres undefined)	-15
Cc1ccc(C(=O)Nc2ccc(Cl)cc2)cc1[N+](=O)[O-]	-8
COc1ccc(N(CC(=O)NCc2ccccc2)S(=O)(=O)c2ccc(C)c([N+](=O)[O-])c2)cc1	66
CCN(CC)S(=O)(=O)c1ccc(C(=O)Nc2ccc([N+](=O)[O-])cc2C(=O)c2ccccc2)cc1	3
COc1c(Cl)cc(C(=O)N2CCN(c3ccc([N+](=O)[O-])c(NC4CC4)c3)CC2)cc1Cl	-12
O=C(c1cccc(Cl)c1)N1CCN(Cc2ccccc2[N+](=O)[O-])CC1	-9
O=C(Nc1cccc([N+](=O)[O-])c1)c1cccc(S(=O)(=O)N(CCO)CCO)c1	0
CNc1cc([N+](=O)[O-])ccc1N/C=C\C(=O)c1ccc2c(c1)OCO2	-4
COc1cc(/C=C2\C(=O)NC(=S)N(c3ccccc3)C2=O)cc([N+](=O)[O-])c1O	26
CCOc1ccc(N2C(=O)/C(=C/c3ccc(-c4ccc([N+](=O)[O-])cc4C)o3)C(=O)NC2=S)cc1	6
O=C1/C(=C/c2ccc(-c3cccc([N+](=O)[O-])c3)o2)SC(=S)N1Cc1ccco1	-10
CC1CN(c2ccc([N+](=O)[O-])cc2Cl)CC(C)N1/C(=N\O)c1nonc1N (centres undefined)	-31
CC(C)c1ccc(NS(=O)(=O)c2ccc([N+](=O)[O-])cc2)cc1	-19
Nc1c([N+](=O)[O-])cc(Cl)c2c1C(=O)c1ccccc1C2=O	-5
Cc1ccc(C(=O)Nc2cccc([N+](=O)[O-])c2)o1	15
